Bioassay records deposited in PubChem by National Center for Advancing Translational Sciences (NCATS).
RXFP1 antag – blocks the human relaxin receptor RXFP1; HEK293-RXFP1, relaxin-stimulated cAMP HTRF, 30 min; hits give low values; 0.59% of 350,000 active; AID 1259400; activity change, negative = inhibition, % at 57.5 µM; Q9HBX9;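 active = activity change of -60% or lower, but not beyond a set lower limit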; note: % is set by controls: 0 for no effect and ±100 for the full control effect
D2 ag – D2 dopamine receptor (human) agonism; 0.53% of 340,000 active; HEK293 T-REx D2 cells, calcium flux agonist mode; activation, % at 2 µM;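 active = activation over 3 SD above normal in the single-dose calcium agonist read, cut at about 30% in these data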; note: 0% is about no effect
Target sequence (P14416 whole entry, looked up): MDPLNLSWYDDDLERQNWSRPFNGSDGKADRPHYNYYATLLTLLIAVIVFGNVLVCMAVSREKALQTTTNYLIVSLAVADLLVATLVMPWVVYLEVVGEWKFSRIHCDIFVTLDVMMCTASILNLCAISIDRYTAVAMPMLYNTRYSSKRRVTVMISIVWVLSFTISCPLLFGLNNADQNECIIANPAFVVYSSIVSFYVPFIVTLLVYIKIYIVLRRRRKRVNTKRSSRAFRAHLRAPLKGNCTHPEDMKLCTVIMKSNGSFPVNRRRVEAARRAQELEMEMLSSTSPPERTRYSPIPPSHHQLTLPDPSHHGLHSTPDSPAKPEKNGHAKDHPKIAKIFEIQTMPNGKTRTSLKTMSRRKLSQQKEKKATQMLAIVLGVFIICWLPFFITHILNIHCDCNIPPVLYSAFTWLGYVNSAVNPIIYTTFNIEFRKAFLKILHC
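Calcium-flux readout, 1 cycle/sec over 180 s following compound pin transfer, in inducible HEK293 Trex D2 cells (force-coupled); dopamine controls included. Positive calcium responses during this window marked compounds as potential agonists.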
D1 agonist – human D1 receptor agonism; HEK293 T-REx D1 cells, calcium flux, agonist mode; activation, % at 2 µM; 1% of 360,000 active; note: 0% is about no effect
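Agonism was scored from calcium flux recorded over 180 s (1 read/s) after pintool compound addition, following a 10-cycle baseline. Cells were inducible force-coupled HEK293 TREx D1, plated overnight at 30 C and loaded with no-wash calcium dye.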
TRHR ag – activates the human TRH receptor | P34981 | TRHR cells, calcium flux fluo-8, FDSS agonist mode | activation, % at 2 µM | 0.18% of 360,000 active | AID 493084; note: 0% is about no effect
Target sequence (P34981 whole entry, looked up): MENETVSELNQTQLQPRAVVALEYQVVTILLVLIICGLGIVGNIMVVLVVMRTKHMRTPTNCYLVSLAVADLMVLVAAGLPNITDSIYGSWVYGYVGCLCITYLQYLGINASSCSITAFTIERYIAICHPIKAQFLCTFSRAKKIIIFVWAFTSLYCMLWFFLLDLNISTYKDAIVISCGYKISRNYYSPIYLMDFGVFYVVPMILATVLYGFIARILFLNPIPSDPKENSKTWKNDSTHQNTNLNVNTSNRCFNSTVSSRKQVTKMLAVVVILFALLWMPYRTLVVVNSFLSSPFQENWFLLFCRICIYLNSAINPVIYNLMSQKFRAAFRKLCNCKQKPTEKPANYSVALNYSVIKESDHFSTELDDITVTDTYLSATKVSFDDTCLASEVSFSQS
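TRHR-expressing cells, plated overnight in medium with 10% serum, were loaded with fluo-8 calcium dye at room temperature. After a 10 s baseline, library compound was pin-added and calcium release was recorded kinetically (ex 480/em 530) as agonist response.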
TRHR enhancer – allosteric enhancers of human TRH receptor | P34981 | 0.66% of 360,000 active | enhancement, % at 2 µM | TRHR cells, fluo-8 calcium fluorescence, EC20 TRH enhancement; in the data active = enhancement above about 30%; note: 0% is about no effect
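TRHR-expressing cells loaded with fluo-8 calcium dye were read kinetically (ex 480/em 530) during compound addition, then stimulated with an EC20 of TRH (10 nM final). Enhancement of the Gq-mediated intracellular calcium response was scored.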
D2 potentiator – D2 dopamine receptor (human) potentiation. P14416. HEK293 T-REx D2, calcium flux, EC20 dopamine potentiation. potentiation, % at 10 µM. 0.34% of 340,000 active;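 active = potentiation over 3 SD above the plate norm, cut at about 30% in these data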; note: 0% is about no effect
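Tetracycline-induced HEK293 T-REx cells force-coupled to calcium signalling expressed D2; compounds were pin-added after a 10 s baseline, read kinetically 180 s, then an EC20 dopamine challenge followed with a further 180 s calcium read.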
D1 PAM – potentiators of human D1 dopamine receptor; P21728; HEK293 TREx D1 cells, calcium flux, dopamine EC20 potentiation; potentiation, % at 10 µM; 0.036% of 360,000 active; AID 504651; in the data active = potentiation above about 30%; note: 0% is about no effect
D2 antagonist – antagonists of human D2 dopamine receptor; HEK293 TREx D2 cells, calcium flux, dopamine EC80; inhibition, % at 10 µM; 2% of 340,000 active; AID 485344; P14416; in the data active = inhibition above about 30%; note: 0% is about no effect
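In this primary screen, negative modulation is detected by tracking calcium flux after an EC80 dopamine challenge in inducible HEK293 T-REx D2 cells preexposed to test compound for 180 s.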
D1 antag – antagonists of human D1 dopamine receptor. P21728. HEK293 TREx D1 cells, calcium flux, dopamine EC80; hits give low values. activity change, negative = inhibition, % at 10 µM. 3.2% of 360,000 active. AID 504652; in the data active = activity change below about -30%; note: % is set by controls: 0 for no effect and ±100 for the full control effect
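Tetracycline-induced HEK293 Trex D1 cells, force-coupled to calcium, dye-loaded; compounds added and read 180 s, then EC80 dopamine added and calcium flux tracked kinetically another 180 s.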
* hit, by the source's call. Cut-off read from the data, not from the text of the source, unless noted: active = activation above about 30%; inactive = the rest.

Results for COc1ccccc1NCCC(=O)OCC(=O)NCc1ccco1 ?
RXFP1 antag: 2; D2 ag: -0.1; D1 agonist: -1; TRHR ag: -0.2; TRHR enhancer: 5; D2 potentiator: 0; D1 PAM: 12; D2 antagonist: 2; D1 antag: -18

How did NC(N)=NCCC[C@H](NC(=O)OCc1ccccc1)C(=O)O do in these assays?
D2 ag: -0.4; D1 agonist: 0; TRHR ag: 0.4; TRHR enhancer: -5; D2 potentiator: -3; D1 PAM: -5; D2 antagonist: 9; D1 antag: 1

What do the screens show for `COc1cccc(CN(C)C(=O)c2cccc(S(=O)(=O)NCc3ccccc3)c2)c1OC`?
RXFP1 antag: 3; D2 ag: 0.3; D1 agonist: 10; TRHR ag: -0.2; TRHR enhancer: -3; D2 potentiator: 2; D1 PAM: 0; D2 antagonist: -2; D1 antag: -23

What do the screens show for `O=C(Nc1cccc(-c2nnco2)c1)c1cccs1`?
RXFP1 antag: 8; D2 ag: -0.3; D1 agonist: 4; TRHR ag: -0.2; TRHR enhancer: -2; D2 potentiator: -6; D1 PAM: -5; D2 antagonist: 4; D1 antag: 3

Results for Cc1ccc(CSc2ncc(Cl)c(C(=O)Oc3ccccc3F)n2)cc1 ?
RXFP1 antag: -4; D2 ag: -1.1; D1 agonist: 0; TRHR ag: -0.8; TRHR enhancer: -1; D2 potentiator: -3; D1 PAM: 6; D1 antag: 5

Results for Cc1ccccc1-c1nnc(SCC(=O)N(C)c2c(N)n(Cc3ccccc3)c(=O)[nH]c2=O)n1C ?
RXFP1 antag: -5; D1 agonist: 1; TRHR ag: 0.2; TRHR enhancer: -2; D1 PAM: 4; D1 antag: 7

Results for Cc1ccccc1NC(=O)Cn1c([N+](=O)[O-])cnc1C ?
D2 ag: 1.9; D1 agonist: 0; TRHR ag: 0.6; TRHR enhancer: -3; D2 potentiator: 4; D1 PAM: -4; D2 antagonist: -8; D1 antag: -47*

What do the screens show for `CCOC(=O)N1CCc2c(sc3c2c(=O)n(Cc2ccccc2)c(=O)n3CC(=O)Nc2ccc(C)cc2C)C1`?
RXFP1 antag: 1; D1 agonist: 5; TRHR ag: -0.5; TRHR enhancer: 2; D2 potentiator: 2; D1 PAM: -2; D1 antag: 2

How did Cc1ccc(C)c(C(=O)CSc2nnc(C)s2)c1 do in these assays?
RXFP1 antag: 3; D2 ag: -0.6; D1 agonist: 1; TRHR ag: -0.1; TRHR enhancer: 2; D2 potentiator: 2; D1 PAM: -1; D2 antagonist: -1; D1 antag: -6

How did Cc1ccc([N+](=O)[O-])cc1NC(=O)CCc1ccccc1 do in these assays?
RXFP1 antag: -2; D2 ag: -1.4; D1 agonist: 0; TRHR ag: -0.4; TRHR enhancer: -4; D2 potentiator: -7; D1 PAM: -4; D2 antagonist: 16; D1 antag: -11

Results for Cc1cc(C)n(CC(O)COc2cccc(OCC(O)Cn3nc(C)cc3C)c2)n1 (stereo not drawn) ?
RXFP1 antag: -5; D2 ag: -0.2; D1 agonist: 6; TRHR ag: 0.0; TRHR enhancer: 7; D2 potentiator: 3; D1 PAM: 0; D2 antagonist: -6; D1 antag: 12

Results for COc1cccc(-c2nn(-c3ccccc3)cc2CN(C)Cc2c(C)nc3ccccn23)c1 ?
RXFP1 antag: -11; D2 ag: 0.3; D1 agonist: -1; TRHR ag: -0.2; TRHR enhancer: -1; D2 potentiator: 3; D1 PAM: 4; D2 antagonist: -19; D1 antag: -5

How did CC(=O)C1=C(C)NC(SCC(N)=O)=C(C#N)C1c1cccnc1 (stereo not drawn) do in these assays?
RXFP1 antag: 20; D2 ag: -0.1; D1 agonist: 0; TRHR ag: 0.2; TRHR enhancer: 1; D2 potentiator: 1; D1 PAM: 2; D2 antagonist: -1; D1 antag: 5

What do the screens show for `Cc1ccc2nc(SCC(=O)Nc3ccc4[nH]c(=O)[nH]c4c3)[nH]c2c1`?
RXFP1 antag: -2; D2 ag: -0.4; D1 agonist: 5; TRHR ag: -1.0; TRHR enhancer: -4; D2 potentiator: 11; D1 PAM: -2; D2 antagonist: 3; D1 antag: 4

What do the screens show for `COc1cc(-c2nc(-c3ccc(Br)o3)no2)cc(OC)c1OC`?
D2 ag: 0.9; D1 agonist: 3; TRHR ag: 0.0; TRHR enhancer: 2; D2 potentiator: 6; D1 PAM: -2; D2 antagonist: -8; D1 antag: -3

Results for COc1ccc(-c2noc(-c3ccco3)n2)cc1OC ?
RXFP1 antag: -1; D2 ag: 0.8; D1 agonist: 0; TRHR ag: -0.1; TRHR enhancer: 6; D2 potentiator: 36*; D1 PAM: -2; D2 antagonist: -6; D1 antag: 7

Results for CCOc1ccccc1Oc1ncnc2c1oc1ccccc12 ?
RXFP1 antag: -9; D2 ag: 1.3; D1 agonist: 2; TRHR ag: 0.0; TRHR enhancer: -4; D2 potentiator: 4; D1 PAM: 0; D1 antag: 0

Results for CSC1=N/C(=C\c2cccnc2)C(=O)N1c1ccccc1 ?
RXFP1 antag: -6; D2 ag: 3.0; D1 agonist: 3; TRHR ag: -0.4; TRHR enhancer: -2; D2 potentiator: 12; D1 PAM: -9; D2 antagonist: 5; D1 antag: -43*

Results for COc1ccc(/C=C/C(=O)NNc2c(F)c(F)cc(F)c2F)cc1OC ?
RXFP1 antag: -1; D2 ag: 0.3; D1 agonist: 1; TRHR ag: -0.3; TRHR enhancer: 1; D2 potentiator: -7; D1 PAM: -4; D2 antagonist: -6; D1 antag: 1

Results for CCc1cc(C(c2ccc(F)cc2)N2CCOCC2)c(NC(=O)c2ccccc2)s1 (stereo not drawn) ?
RXFP1 antag: -4; D2 ag: 0.5; D1 agonist: 2; TRHR ag: 1.5; TRHR enhancer: -2; D2 potentiator: -11; D1 PAM: -8; D2 antagonist: -7; D1 antag: 11

How did CCN(C(=O)Cc1ccccc1OC)c1nnc(-c2ccncc2)s1 do in these assays?
RXFP1 antag: -5; D2 ag: -1.1; D1 agonist: 2; TRHR ag: -0.5; TRHR enhancer: -1; D2 potentiator: 1; D1 PAM: -4; D2 antagonist: -16; D1 antag: -17

How did N=C1SCC(=O)N1c1ncc(Cc2ccccc2Cl)s1 do in these assays?
RXFP1 antag: -1; D2 ag: 2.1; D1 agonist: 6; TRHR ag: 0.1; TRHR enhancer: 17; D2 potentiator: 6; D1 PAM: -2; D2 antagonist: 10; D1 antag: 2

Results for Fc1ccc(N2CCN(C(c3cccs3)c3nnnn3CCc3ccccc3)CC2)cc1 (stereo not drawn) ?
RXFP1 antag: -6; D1 agonist: 2; TRHR ag: -0.5; TRHR enhancer: 3; D2 potentiator: 6; D1 PAM: 2; D1 antag: 13

What do the screens show for `COC(=O)c1sc(OC)cc1OCc1ccc(C)cc1`?
RXFP1 antag: -8; D2 ag: 0.5; D1 agonist: 1; TRHR ag: -0.9; TRHR enhancer: 10; D2 potentiator: 20; D1 PAM: 2; D2 antagonist: 1; D1 antag: -2

Not a retest: an excerpt of the list.
What do the screens show for `Cc1ccc2nc(SCC(=O)Nc3ccc4[nH]c(=O)[nH]c4c3)[nH]c2c1`?
RXFP1 antag: -2; D2 ag: -0.4; D1 agonist: 5; TRHR ag: -1.0; TRHR enhancer: -4; D2 potentiator: 11; D1 PAM: -2; D2 antagonist: 3; D1 antag: 4

What do the screens show for `COc1cc(-c2nc(-c3ccc(Br)o3)no2)cc(OC)c1OC`?
D2 ag: 0.9; D1 agonist: 3; TRHR ag: 0.0; TRHR enhancer: 2; D2 potentiator: 6; D1 PAM: -2; D2 antagonist: -8; D1 antag: -3

Results for COc1ccc(-c2noc(-c3ccco3)n2)cc1OC ?
RXFP1 antag: -1; D2 ag: 0.8; D1 agonist: 0; TRHR ag: -0.1; TRHR enhancer: 6; D2 potentiator: 36*; D1 PAM: -2; D2 antagonist: -6; D1 antag: 7

Results for CCOc1ccccc1Oc1ncnc2c1oc1ccccc12 ?
RXFP1 antag: -9; D2 ag: 1.3; D1 agonist: 2; TRHR ag: 0.0; TRHR enhancer: -4; D2 potentiator: 4; D1 PAM: 0; D1 antag: 0

Further results.
How did Cc1ccc2c3c(cccc13)-c1ccccc1C2=O do in these assays?
RXFP1 antag: 3; D2 ag: 0.4; D1 agonist: 2; TRHR ag: 7.3; TRHR enhancer: -2; D2 potentiator: 8; D1 PAM: -1; D2 antagonist: -11; D1 antag: 0

Results for CCCCN1CC(COc2ccccc2)OC1=O (stereo not drawn) ?
RXFP1 antag: -12; D2 ag: -0.2; D1 agonist: 2; TRHR ag: 0.0; TRHR enhancer: 0; D2 potentiator: 0; D1 PAM: -5; D2 antagonist: -26; D1 antag: -17

What do the screens show for `Nc1nc(-c2ccc(NC(=O)c3ccco3)cc2)cs1`?
RXFP1 antag: -1; D2 ag: 0.8; D1 agonist: 2; TRHR ag: 0.4; TRHR enhancer: 4; D2 potentiator: 6; D1 PAM: 1; D2 antagonist: 13; D1 antag: -2

Results for COc1ccc(-c2ccc(C)cc2)cc1[C@H]1[C@@H]2C=CCC[C@@]2(C)C(=O)N1Cc1ccccc1 ?
D2 ag: 0.5; D1 agonist: 9; TRHR ag: 1.7; TRHR enhancer: -1; D2 potentiator: 13; D1 PAM: -2; D2 antagonist: 19; D1 antag: 35

What do the screens show for `O=C(NCCN=C1NS(=O)(=O)c2ccccc21)c1ccncc1`?
RXFP1 antag: -1; D2 ag: 0.7; D1 agonist: 2; TRHR ag: 1.0; TRHR enhancer: 8; D2 potentiator: -4; D1 PAM: 0; D2 antagonist: 5; D1 antag: -7

What do the screens show for `Cc1c(C(=O)N(C)CCC#N)oc2ccc(S(=O)(=O)N3CC(C)CC(C)C3)cc12` (stereo not drawn)?
RXFP1 antag: 17; D2 ag: -1.2; D1 agonist: 2; TRHR ag: -0.5; TRHR enhancer: 3; D2 potentiator: 4; D1 PAM: -10; D2 antagonist: -10; D1 antag: -5

Results for COc1cccc(-c2nnc(SCC(=O)NC3CCS(=O)(=O)C3)n2C)c1 (stereo not drawn) ?
RXFP1 antag: 2; D2 ag: 0.5; D1 agonist: 3; TRHR ag: -0.2; TRHR enhancer: -1; D2 potentiator: -4; D1 PAM: -7; D2 antagonist: 39*; D1 antag: -35*

How did CCOC(=O)C(NCc1ccccc1OC)(NC(=O)CC)C(F)(F)F (stereo not drawn) do in these assays?
RXFP1 antag: -7; D2 ag: -0.2; D1 agonist: -2; TRHR ag: 0.3; TRHR enhancer: 20; D2 potentiator: 12; D1 PAM: -4; D2 antagonist: 15; D1 antag: -1

Results for CN(C(=O)CN1C(=O)/C(=C/c2ccc(F)cc2)SC1=S)C1CCS(=O)(=O)C1 (stereo not drawn) ?
RXFP1 antag: 11; D2 ag: 0.3; D1 agonist: 3; TRHR ag: 0.1; TRHR enhancer: -5; D2 potentiator: 11; D1 PAM: -7; D2 antagonist: 5; D1 antag: -2

How did NC(=O)CCc1nc2cc(C(F)(F)F)ccc2n(Cc2ccccc2)c1=O do in these assays?
RXFP1 antag: -22; D2 ag: -0.9; D1 agonist: 2; TRHR ag: -1.9; TRHR enhancer: -1; D2 potentiator: 7; D1 PAM: 2; D2 antagonist: 4; D1 antag: 6

Results for NC(=O)COC(=O)CNC(=O)c1cc(Cl)cc([N+](=O)[O-])c1 ?
RXFP1 antag: 2; D2 ag: 2.2; D1 agonist: 0; TRHR ag: 0.9; TRHR enhancer: -2; D2 potentiator: -1; D1 PAM: -5; D2 antagonist: 26; D1 antag: -17
